EPAC1 ag = EPAC1 (human) agonism; EPAC1 agonist qHTS, biochemical assay; response scale: 100% = response to 6.5 mM cAMP; Potency, µM (series often up to 154 µM), without a hit: top-dose activation, actives largely listed as activators; hit rate 0.073% among 360,000; also: potency is read from the fitted curve at half-maximal effect; nearly all actives have a fitted effect of over 60% in size
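Compounds were pinned as a concentration titration into mixtures of EPAC1 (100 nM), BODIPY-GDP-loaded Rap1B (250 nM) and GDP (50 uM). After 5 min at room temperature, fluorescence was followed for 30 min; activity was scaled to 6.5 mM cAMP.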
PI5P4Ka inh = blocks human PI5P4K alpha kinase activity. P48426. PI5P4Kalpha enzyme, ADP-Glo luminescence, 60 min; stronger effect = lower value. max response, %. hit rate 1.2% among 330,000. AID 652105; active = max response of -50% or lower; inconclusive = between -30% and -50%; inactive = -30% or higher; also: value at the top dose of about 77 µM; % is scaled to controls: 0 for no effect and ±100 for the full control effect
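Enzyme plus substrate dispensed, test compounds pinned in, then ATP (5 microM final) added. After 60 min at RT, ADP-Glo reagent 1 for 45 min and reagent 2 for 30 min preceded luminescence imaging.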
IL2 activator = activates IL-2 in a cell-based reporter assay. IL-2 activation reporter assay, cell-based qHTS; stimulated with anti-CD3/CD4/CD28 beads; in transgenic mouse T cells. activation, % (series mostly up to about 46 µM). hit rate 0.065% among 360,000; in the data active = activation above about 50%; inconclusive = mostly about 30% to 49%; also: 0% is about no effect
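Readout is EGFP and DsRed signal by fluorescent plate cytometry after 18 h at 37 degrees C. Transgenic mouse T cells (750/well) received compound for 60 min before bead stimulation (anti-CD3, anti-CD4, anti-CD28); memory T cells served as non-tolerant control.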
WRN helicase inh = WRN helicase (human) inhibition. Q14191. AID 651768. Potency, µM (doses to about 114 µM), for the others: at the highest dose activity change, negative = inhibition, most hits filed as inhibitors. WRN helicase unwinding, fluorescent forked duplex, kinetic. hit rate 0.46% among 360,000; also: potency is read from the fitted curve at half-maximal effect; % is scaled to controls: 0 for no effect and ±100 for the full control effect; nearly all actives have a fitted effect of over 55% in size
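Enzyme (20 nM final) and test compound sit together 15 min at room temperature before substrate addition. Substrate is a single-forked duplex oligonucleotide (100 nM) labelled with fluorophore and quencher, with 2 mM ATP; helicase unwinding raises red fluorescence, read kinetically.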
EPAC2 agonist = activates human EPAC2 exchange factor | Q8WZA2 | EPAC2 activation, biochemical qHTS; response scale: 100% = 6.5 mM cAMP response | Potency, µM (top dose mostly 154 µM), for inactives: top-dose activation, most hits filed as activators | hit rate 0.079% among 360,000; also: potency is read from the fitted curve at half-maximal effect; nearly all actives have a fitted effect of over 50% in size
Target sequence (Q8WZA2 whole entry, looked up): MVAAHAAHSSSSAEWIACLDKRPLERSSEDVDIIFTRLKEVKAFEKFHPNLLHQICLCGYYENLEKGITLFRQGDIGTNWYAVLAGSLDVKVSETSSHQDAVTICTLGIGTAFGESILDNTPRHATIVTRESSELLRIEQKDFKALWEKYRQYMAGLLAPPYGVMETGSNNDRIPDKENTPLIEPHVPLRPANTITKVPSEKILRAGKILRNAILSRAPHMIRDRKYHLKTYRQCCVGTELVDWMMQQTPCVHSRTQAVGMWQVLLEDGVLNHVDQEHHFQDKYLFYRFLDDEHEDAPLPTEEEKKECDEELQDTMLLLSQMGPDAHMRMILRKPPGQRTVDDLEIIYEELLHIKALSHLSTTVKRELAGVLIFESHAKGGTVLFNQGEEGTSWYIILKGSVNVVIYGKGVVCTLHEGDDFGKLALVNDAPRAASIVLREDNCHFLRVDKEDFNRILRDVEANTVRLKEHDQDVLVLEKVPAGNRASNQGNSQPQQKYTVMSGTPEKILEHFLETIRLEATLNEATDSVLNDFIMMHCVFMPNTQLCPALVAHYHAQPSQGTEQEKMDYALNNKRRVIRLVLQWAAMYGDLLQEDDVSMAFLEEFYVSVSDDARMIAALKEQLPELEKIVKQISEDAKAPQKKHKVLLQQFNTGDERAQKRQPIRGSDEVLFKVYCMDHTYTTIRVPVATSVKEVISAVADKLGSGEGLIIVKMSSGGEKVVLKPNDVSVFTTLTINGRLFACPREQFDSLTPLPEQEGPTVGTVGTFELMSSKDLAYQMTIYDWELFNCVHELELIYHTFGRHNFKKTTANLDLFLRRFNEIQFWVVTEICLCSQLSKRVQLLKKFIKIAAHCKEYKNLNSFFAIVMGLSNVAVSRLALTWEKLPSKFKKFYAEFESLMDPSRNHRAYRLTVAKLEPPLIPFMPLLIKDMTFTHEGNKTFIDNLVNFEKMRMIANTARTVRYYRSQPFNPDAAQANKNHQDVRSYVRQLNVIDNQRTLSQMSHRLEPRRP
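In this primary screen, activation is scored as increased exchange of BODIPY-GDP from Rap1B by 100 nM EPAC2, with 50 uM GDP as competitor. Signal is normalized to the 6.5 mM cAMP agonist control.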
EPAC1 antag = blocks human EPAC1 exchange factor | O95398 | EPAC1 GEF assay, Rap1b-BODIPY-GDP exchange fluorescence | Potency, µM (series often up to 115 µM), inactives show at the highest dose activity change, negative = inhibition, actives largely listed as inhibitors | hit rate 0.14% among 360,000 | AID 720709;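 also: potency is read from the fitted curve at half-maximal effect; plate controls were vehicle for no effect and positive control for full effect; nearly all actives have a fitted effect of over 50% in size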
CCT chaperon mod = cytosolic chaperonin activity modulation; purified chaperonin ATPase assay, HTRF ADP detection, 30 min; activity change, % (concentration not given with the values), hits read low; hit rate 0.3% among 360,000; in the data active = activity change below about -30%; also: % is scaled to controls: 0 for no effect and ±100 for the full control effect
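Enzyme 40 or 20 nM (batch-dependent) in Tris pH 7.4/KCl/MgCl2/DTT; cpd 76 uM single point; ATP 10 uM; 30 min 37 °C; Transcreener ADP HTRF detection, 30 min RT; ratio 665/615.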
PLK1 PBD inh = PLK1 (human) polo-box domain binding inhibition | Plk1 PBD binding of FITC phosphopeptide, fluorescence polarization | Potency, µM, for the others: max response, negative = inhibition, usual class: inhibitors | hit rate 2.8% among 360,000 | AID 720504; also: potency is read from the fitted curve at half-maximal effect; series mostly up to about 57 µM; % is scaled to controls: 0 for no effect and ±100 for the full control effect; nearly all actives have a fitted effect of over 65% in size
* hit, by the source's call. Unless noted, calls follow the shape of the dose curve; as a rule, active = well fitted curve in the direction sought with a large enough effect; inconclusive = small, poorly fitted or top-dose-only effect, or another doubt; inactive = no such curve, though single readings can be large; an effect the other way counts as inactive or inconclusive. A portion of the library; count on the stated rates, not on these rows.

`CCC(=O)N1CCC2(CC1)Oc1ccc(F)cc1C(=O)C21CC(c2cccnc2)=NO1` (stereo unspecified) gave EPAC1 ag -9%, PI5P4Ka inh 1, IL2 activator 0.2, WRN helicase inh -4%, EPAC2 agonist 3%, EPAC1 antag 6%, CCT chaperon mod -0.5 and PLK1 PBD inh 5%.
For CC1CCN(C(=O)c2ccc(NC(=O)CC3SC(N4CCCC4)=NC3=O)cc2)CC1 (stereo unspecified) the results were EPAC1 ag 3%, PI5P4Ka inh 1, IL2 activator 0.0, WRN helicase inh 5%, EPAC2 agonist 3%, EPAC1 antag -4%, CCT chaperon mod -0.5 and PLK1 PBD inh 3%.
`O=C(C1CCC(=O)N(C2CC2)C1)N(CCO)Cc1ccccc1` (stereo unspecified) gave EPAC1 ag 6%, PI5P4Ka inh -2, IL2 activator 1.3, WRN helicase inh 7%, EPAC2 agonist -3%, EPAC1 antag 8%, CCT chaperon mod 0.8 and PLK1 PBD inh -1%.
`O=C1c2ccccc2-c2cccc(C(=O)N3CCCCCC3)c21` gave EPAC1 ag 3%, PI5P4Ka inh 3, IL2 activator -1.4, WRN helicase inh 0%, EPAC2 agonist -3%, EPAC1 antag -10%, CCT chaperon mod 1.3 and PLK1 PBD inh -15%.
For Cc1ccc(S(=O)(=O)c2c(COC(=O)c3ccccc3Cl)c(-c3ccccc3)nn2C)cc1 the results were EPAC1 ag 1%, PI5P4Ka inh 12, IL2 activator 0.3, WRN helicase inh -6%, EPAC2 agonist 20%, EPAC1 antag -16%, CCT chaperon mod 0.0 and PLK1 PBD inh -8%.
For CC(Cl)C(=O)c1c(N)n(C)c(=O)n(C)c1=O (stereo unspecified) the results were EPAC1 ag 5%, IL2 activator 3.3, WRN helicase inh -6%, EPAC2 agonist 10%, EPAC1 antag 3%, CCT chaperon mod -4.3 and PLK1 PBD inh -6%.
`Cc1cc2cc(CNC(=O)Cc3ccc([N+](=O)[O-])cc3)ccc2[nH]1` gave EPAC1 ag 12%, PI5P4Ka inh 1, IL2 activator 1.0, WRN helicase inh -3%, EPAC2 agonist -2%, EPAC1 antag 4%, CCT chaperon mod -2.9 and PLK1 PBD inh -8%.
For Cc1ccc(NC(=O)c2ccccn2)cc1S(=O)(=O)N1CCOCC1 the results were EPAC1 ag 10%, PI5P4Ka inh -8, IL2 activator 2.0, WRN helicase inh -9%, EPAC2 agonist 16%, EPAC1 antag -14%, CCT chaperon mod -2.4 and PLK1 PBD inh -12%.
Screening COCCN(C(=O)COC(=O)c1ccc(-c2ccccc2)cc1)c1c(N)n(Cc2ccccc2)c(=O)[nH]c1=O returned EPAC1 ag -15%, PI5P4Ka inh -6, IL2 activator -3.0, WRN helicase inh -8%, EPAC2 agonist -14%, EPAC1 antag 3%, CCT chaperon mod -2.5 and PLK1 PBD inh 3%.
For Cc1ccc(N=Cc2c(O)n(-c3cc(Cl)ccc3N3CCOCC3)c(=O)c3ccccc23)cc1C the results were EPAC1 ag 10%, PI5P4Ka inh 5, IL2 activator -2.4, WRN helicase inh -2%, EPAC2 agonist 0%, EPAC1 antag 1%, CCT chaperon mod -1.0 and PLK1 PBD inh inconclusive.

The last four records of the section before open the next one:
`Cc1cc2cc(CNC(=O)Cc3ccc([N+](=O)[O-])cc3)ccc2[nH]1` gave EPAC1 ag 12%, PI5P4Ka inh 1, IL2 activator 1.0, WRN helicase inh -3%, EPAC2 agonist -2%, EPAC1 antag 4%, CCT chaperon mod -2.9 and PLK1 PBD inh -8%.
For Cc1ccc(NC(=O)c2ccccn2)cc1S(=O)(=O)N1CCOCC1 the results were EPAC1 ag 10%, PI5P4Ka inh -8, IL2 activator 2.0, WRN helicase inh -9%, EPAC2 agonist 16%, EPAC1 antag -14%, CCT chaperon mod -2.4 and PLK1 PBD inh -12%.
Screening COCCN(C(=O)COC(=O)c1ccc(-c2ccccc2)cc1)c1c(N)n(Cc2ccccc2)c(=O)[nH]c1=O returned EPAC1 ag -15%, PI5P4Ka inh -6, IL2 activator -3.0, WRN helicase inh -8%, EPAC2 agonist -14%, EPAC1 antag 3%, CCT chaperon mod -2.5 and PLK1 PBD inh 3%.
For Cc1ccc(N=Cc2c(O)n(-c3cc(Cl)ccc3N3CCOCC3)c(=O)c3ccccc23)cc1C the results were EPAC1 ag 10%, PI5P4Ka inh 5, IL2 activator -2.4, WRN helicase inh -2%, EPAC2 agonist 0%, EPAC1 antag 1%, CCT chaperon mod -1.0 and PLK1 PBD inh inconclusive.
CN(C)C=NC(=O)c1cc(C(=O)c2ccccc2)c[nH]1 was read as EPAC1 ag 6%, PI5P4Ka inh 6, IL2 activator -3.3, WRN helicase inh -18%, EPAC2 agonist 13%, EPAC1 antag -8%, CCT chaperon mod -0.5 and PLK1 PBD inh -2%.
`CCOC(=O)C1=NOC2COC3(CCN(c4ncccn4)CC3)OCC12` (stereo unspecified) gave EPAC1 ag -3%, PI5P4Ka inh -1, IL2 activator 0.5, WRN helicase inh -14%, EPAC2 agonist 2%, EPAC1 antag 0%, CCT chaperon mod 0.8 and PLK1 PBD inh 0%.
Screening CC(OC(=O)c1ccc([N+](=O)[O-])cc1)C(=O)NCC1CCCCC1 (stereo unspecified) returned EPAC1 ag 10%, PI5P4Ka inh 0, IL2 activator -0.4, WRN helicase inh -25%, EPAC2 agonist -3%, EPAC1 antag -1%, CCT chaperon mod -4.2 and PLK1 PBD inh -3%.
`CCOc1ccc(C(c2c(NC(=O)c3ccccc3)sc(C)c2C)N2CCN(C)CC2)cc1` (stereo unspecified) gave EPAC1 ag 18%, PI5P4Ka inh 11, IL2 activator -0.2, WRN helicase inh -12%, EPAC2 agonist -1%, EPAC1 antag -9%, CCT chaperon mod 0.8 and PLK1 PBD inh 0%.
`CCc1nc(OCCN(C)C)c2oc3ccccc3c2n1` gave EPAC1 ag 1%, PI5P4Ka inh 1, IL2 activator -1.5, WRN helicase inh 0%, EPAC2 agonist 0%, EPAC1 antag 7%, CCT chaperon mod -2.5 and PLK1 PBD inh -2%.
Cc1ccc(S(=O)(=O)c2c(C)cc(C)nc2Oc2cccc(C)c2C)cc1 was read as EPAC1 ag 8%, PI5P4Ka inh 1, IL2 activator -0.5, WRN helicase inh -10%, EPAC2 agonist 14%, EPAC1 antag -2%, CCT chaperon mod -2.3 and PLK1 PBD inh -5%.
Screening Cn1c(=O)oc2ccccc2c1=O returned EPAC1 ag 5%, PI5P4Ka inh -4, IL2 activator 1.0, WRN helicase inh -16%, EPAC2 agonist 2%, EPAC1 antag -26%, CCT chaperon mod 0.4 and PLK1 PBD inh 2%.
Screening N=c1c2c(ncn1Cc1ccco1)Oc1cc(O)ccc1C2c1ccccc1 (stereo unspecified) returned EPAC1 ag 7%, PI5P4Ka inh -1, IL2 activator -0.8, WRN helicase inh -5%, EPAC2 agonist 9%, EPAC1 antag -11%, CCT chaperon mod -2.9 and PLK1 PBD inh -25%.
For O=C(NCc1cccnc1)Nc1ccccc1F the results were EPAC1 ag -6%, IL2 activator -0.1, WRN helicase inh 3%, EPAC2 agonist -1%, EPAC1 antag 16%, CCT chaperon mod -0.8 and PLK1 PBD inh 0%.
Screening COCC(=O)N1CCC(Oc2ccc(C(=O)N3CCCCCC3)cc2)CC1 returned EPAC1 ag 13%, PI5P4Ka inh 4, IL2 activator -0.3, WRN helicase inh -22%, EPAC2 agonist 4%, EPAC1 antag -3%, CCT chaperon mod 0.6 and PLK1 PBD inh 0%.
`CC12CC(c3ccccc3O1)N(C(=O)c1ccc(Br)o1)C(=O)N2c1ccccc1` (stereo unspecified) gave EPAC1 ag -5%, IL2 activator -1.4, WRN helicase inh -6%, EPAC2 agonist -9%, EPAC1 antag 6%, CCT chaperon mod -0.2 and PLK1 PBD inh -3%.
`COc1cccc(C(=O)NNC(=O)CCc2ccccc2)c1` gave EPAC1 ag 9%, PI5P4Ka inh -6, IL2 activator -0.8, WRN helicase inh 4%, EPAC2 agonist 15%, EPAC1 antag 3%, CCT chaperon mod -0.6 and PLK1 PBD inh inconclusive.
For Cc1ccccc1-n1c(SCC(=O)N(C)C2CCS(=O)(=O)C2)nnc1-c1ccncc1 (stereo unspecified) the results were EPAC1 ag -2%, PI5P4Ka inh -8, IL2 activator -3.3, WRN helicase inh -4%, EPAC2 agonist 5%, EPAC1 antag -7%, CCT chaperon mod -0.2 and PLK1 PBD inh -11%.
`CC1CCN(C(=O)CSc2nnc(CNC(=O)c3ccco3)o2)CC1` gave EPAC1 ag 2%, PI5P4Ka inh 0, IL2 activator -3.8, WRN helicase inh -6%, EPAC2 agonist -3%, EPAC1 antag -7%, CCT chaperon mod -0.2 and PLK1 PBD inh -18%.
CCN(CC)CCCN(C(=O)c1cccc(C)c1)c1nc(-c2ccc(OC)cc2)cs1 was read as EPAC1 ag -4%, PI5P4Ka inh -1, IL2 activator -2.8, WRN helicase inh -7%, EPAC2 agonist 8%, EPAC1 antag -13%, CCT chaperon mod 0.7 and PLK1 PBD inh -23%.
Screening COc1cc(C(=O)NCC2CCCCC2)cc(OC)c1OC returned EPAC1 ag 7%, PI5P4Ka inh 5, IL2 activator -2.3, WRN helicase inh 2%, EPAC2 agonist 3%, EPAC1 antag 11%, CCT chaperon mod -2.2 and PLK1 PBD inh -1%.
For CC(C)N(CCCNC(=O)Cn1c(=O)c2cccn2c2ccc(F)cc21)Cc1ccccc1 the results were EPAC1 ag 5%, PI5P4Ka inh 2, IL2 activator -4.7, WRN helicase inh 4%, EPAC2 agonist 0%, EPAC1 antag -27%, CCT chaperon mod -1.5 and PLK1 PBD inh -8%.
`O=c1cc(-c2ccccc2)nc2cc(-c3ccc(F)cc3)[nH]n12` gave EPAC1 ag -7%, PI5P4Ka inh -4, IL2 activator 0.1, WRN helicase inh -1%, EPAC2 agonist 10%, EPAC1 antag -4%, CCT chaperon mod 1.0 and PLK1 PBD inh -7%.
For CCOC(=O)C(=O)c1csc(NC(=O)COc2ccc(N(C)S(=O)(=O)c3ccc(F)cc3)cc2)n1 the results were EPAC1 ag 4%, PI5P4Ka inh -8, IL2 activator -0.7, WRN helicase inh -17%, EPAC2 agonist 1%, EPAC1 antag -8%, CCT chaperon mod -2.1 and PLK1 PBD inh -17%.
CN1CCN(C(=O)Nc2ccc3c(c2)N(C)C(=O)c2ccccc2S3)CC1 was read as EPAC1 ag -1%, PI5P4Ka inh 6, IL2 activator 2.0, WRN helicase inh 0%, EPAC2 agonist 4%, EPAC1 antag 13%, CCT chaperon mod -2.7 and PLK1 PBD inh 4%.

High-throughput results from PubChem.
